Assay outcomes from PubChem BioAssay.
PREPL inh: human PREPL enzyme inhibition | 0.68% of 320,000 active | recombinant PREPL, fluorescence polarization activity-based probe | inhibition, % at 5.96 µM; in the data active = inhibition above about 43%;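 also: 0% = enzyme with DMSO and 100% = wells lacking enzyme; many of its hits are not listed in these tables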
pPAFAH FP inh: pPAFAH (human) enzyme inhibition. Q13093. recombinant pPAFAH, FP-rhodamine probe fluorescence polarization. inhibition, % at 3.39 µM. 1.5% of 330,000 active. AID 463082;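 active = inhibition above the mean inhibition across the screen plus 3 SD, cut at about 25% in these data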;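 also: inhibitors block binding of the rhodamine activity-based probe so polarization drops; 0% = enzyme with DMSO and 100% = wells lacking pPAFAH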
GSTO1 inh: blocks human GSTO1 in RBBP9 counter-screen. 1.1% of 300,000 active. AID 1974. P78417. recombinant GSTO1, activity-based probe fluorescence polarization. inhibition, % at 5.96 µM;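 active = inhibition above the campaign mean inhibition plus 3 SD, cut at about 35% in these data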;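 also: 0% = GSTO1-1 with DMSO and 100% = wells lacking GSTO1-1 enzyme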
Target sequence (P78417 whole entry, looked up): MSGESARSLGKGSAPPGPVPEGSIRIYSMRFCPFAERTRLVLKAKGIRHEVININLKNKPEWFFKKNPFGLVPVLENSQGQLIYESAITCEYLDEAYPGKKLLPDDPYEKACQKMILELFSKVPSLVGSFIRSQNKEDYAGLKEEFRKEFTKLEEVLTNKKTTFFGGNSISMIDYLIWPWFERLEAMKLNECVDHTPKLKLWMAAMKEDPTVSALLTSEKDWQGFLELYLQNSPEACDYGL
LYPLA1 inh: counter-screen for PME1 inhibitors: inhibitors of human LYPLA1 | O75608 | recombinant LYPLA1, FP-Rh probe fluorescence polarization | inhibition, % at 5.9 µM | 0.16% of 320,000 active | AID 2174;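 active = inhibition above the mean of all tested compounds plus 3 SD, set per campaign, cut at about 14% in these data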;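 also: inhibitors block serine hydrolase probe labeling of LYPLA1 so polarization falls; 0% = enzyme with DMSO and 100% = wells lacking LYPLA1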
PAFAH1B3 FP inh: PAFAH1B3 (human) inhibition | recombinant PAFAH1B3, FP-rhodamine probe, fluorescence polarization | inhibition, % at 3.39 µM | 0.28% of 340,000 active;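 active = inhibition above the screen-wide average of all tested compounds plus 3 SD, cut at about 25% in these data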;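 also: 0% = enzyme with DMSO only and 100% = wells lacking PAFAH1B3 protein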
PAD4 FP inh: PAD4 (human) enzyme inhibition; Q9UM07; recombinant PAD4, RCA probe fluorescence polarization; inhibition, % at 6.36 µM; 0.41% of 330,000 active;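 active = percent inhibition above a cutoff equal to the mean of all tested compounds plus 3 SD, cut at about 15% in these data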;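 also: 0% = PAD4 with RCA probe and DMSO and 100% = probe without PAD4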
PAFAH1B2 FP inh: inhibitors of human PAFAH1B2 | P68402 | recombinant PAFAH1B2, FP-rhodamine activity probe, fluorescence polarization | inhibition, % at 3.39 µM | 1.2% of 340,000 active | AID 492953;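 active = inhibition above the mean of all tested compounds plus 3 SD, cut at about 24% in these data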;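 also: 0% = enzyme with DMSO and 100% = wells lacking PAFAH1B2; many of its hits are not listed in these tables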
LYPLA2 counter: blocks human lysophospholipase 2, a PME1 counter-screen. O95372. 0.38% of 320,000 active. AID 2177. inhibition, % at 5.9 µM. recombinant LYPLA2, FP-Rh probe fluorescence polarization;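 active = inhibition above the screen-wide mean plus 3 SD, limit set per campaign, cut at about 26% in these data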;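 also: 0% = LYPLA2 with DMSO and 100% = wells lacking LYPLA2 enzyme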
PME-1 inh: blocks human protein phosphatase methylesterase 1; inhibition, % at 5.9 µM; 0.53% of 320,000 active; Q9Y570; recombinant PME-1, FP-Rh probe fluorescence polarization;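 active = inhibition above the campaign mean of all compounds plus 3 SD, cut at about 26% in these data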;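 also: competitive labeling of PME-1 active site by serine hydrolase directed probe; 0% = PME-1 with DMSO and 100% = wells lacking PME-1 enzyme; inhibitors block probe labeling so polarization falls and inhibition rises; many of its hits are not listed in these tables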
* marks the source's active call; other numbers are inactive results; & = joins results of further samples.

Each structure is followed by: PREPL inh, pPAFAH FP inh, GSTO1 inh, LYPLA1 inh, PAFAH1B3 FP inh, PAD4 FP inh, PAFAH1B2 FP inh, LYPLA2 counter, PME-1 inh
C[C@@H]1C[C@H]2[C@@H]3CCC4=CC(=O)C=C[C@]4(C)[C@@]3(Cl)[C@@H](O)C[C@]2(C)[C@@]1(OC(=O)c1ccco1)C(=O)CCl
→ 0, -6, -1, -10, -15, -3, -9, -17, -24
CN(C)S(=O)(=O)n1cc(/C=C(\NC(=O)c2ccccc2)C(=O)NCCCn2ccnc2)c2ccccc21
→ 13, 3, 6, 0, 3, 1, 3, 2, 2
CC(C)(C)NCC(O)COc1cccc2c1CC(O)C(O)C2 (centres undefined)
→ 1, -3, 8, -5, 10, -1, 1, -3, -4
CN(C)C/C=C(\c1ccc(Br)cc1)c1cccnc1
→ -14, -3, 5, -6, 11, 5, -2, -1, 3
O=C(c1ccccn1)N(Cc1cccs1)C1(C(=O)NC2CCCCC2)CCCCC1
→ -7, 4, -7, 1, 7, -4, 6, -1, 1
CCCCOc1cc(C(=O)OCCN(CC)CC)ccc1N
→ 11&23, 0&-3, 8&3, 2&1, 10&8, -3&-2, 0&-1, -2&7, -9&-7
Cn1ccc2cc3c(cc21)CCN3C(=O)Nc1cccnc1
→ 32, 7, 6, -10, 17, 2, 0, -7, 2
CCCC(=O)O[C@]1(C(=O)COC(C)=O)CC[C@H]2[C@@H]3C[C@H](F)C4=CC(=O)C=C[C@]4(C)[C@@]3(F)[C@@H](O)C[C@@]21C
→ -2, 7, 6, -3, 1, -2, 1, -2, -1
Nc1ncnc2c1c(-c1ccc(Oc3ccccc3)cc1)cn2C1CCCC1
→ 20, 39*, -11, -8, 4, -26, -7, 1, -6
CCCCCCCCCCCCCCCC(O)C(N)CO (centres undefined)
→ 7, 1, 2, 1, -1, 3, -4, -5, 0
C/C(=N\NC(=S)NCc1ccccc1)C1CCCCC1
→ -3, 3, 2, -2, 4, -4, 3, -3, 4

Compound profiles (already shown). Screens in order: PREPL inh | pPAFAH FP inh | GSTO1 inh | LYPLA1 inh | PAFAH1B3 FP inh | PAD4 FP inh | PAFAH1B2 FP inh | LYPLA2 counter | PME-1 inh
`CN(C)S(=O)(=O)n1cc(/C=C(\NC(=O)c2ccccc2)C(=O)NCCCn2ccnc2)c2ccccc21` as listed: 13 | 3 | 6 | 0 | 3 | 1 | 3 | 2 | 2
`CCCCCCCCCCCCCCCC(O)C(N)CO` (centres undefined) as listed: 7 | 1 | 2 | 1 | -1 | 3 | -4 | -5 | 0
`CCCCOc1cc(C(=O)OCCN(CC)CC)ccc1N` as listed: 11&23 | 0&-3 | 8&3 | 2&1 | 10&8 | -3&-2 | 0&-1 | -2&7 | -9&-7
`O=C(c1ccccn1)N(Cc1cccs1)C1(C(=O)NC2CCCCC2)CCCCC1` as listed: -7 | 4 | -7 | 1 | 7 | -4 | 6 | -1 | 1

A portion of the library (hit frequency here may not be typical).
